Bioassay records from PubChem BioAssay.
GLP1R cytotox: qHTS of GLP-1 Receptor Inverse Agonists: Cytotox Screen | HEK293 cAMP-luciferase reporter cells, luminescence, 24 h | Potency, µM (series often up to 38.3 µM), without a hit: top-dose activity change, negative = inhibition, actives largely listed as inhibitors | 0.13% of 410,000 active;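 note: loss of luciferase light is scored as toxicity; potency is the fitted concentration of half-maximal effect; % is set by controls: 0 for no effect and ±100 for the full control effect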
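Compound-treated cells are incubated 24 hr at 37 deg C under 5% CO2 after a 12 hour attachment period, then luciferase detection reagent is added and luminescence is measured following 12 min at room temperature; lowered signal indicates toxicity.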
DRD3 agonist: qHTS of D3 Dopamine Receptor Agonist: qHTS | D(3) dopamine receptor (Homo sapiens), P35462 | D3R DiscoveRx beta-arrestin cells, luminescence, 90 min | max activation, % | 0.58% of 410,000 active; in the data active = max activation above about 30%; note: 0% is about no effect; mostly tested at two doses, the higher about 12 µM
Target sequence (P35462 whole entry, looked up): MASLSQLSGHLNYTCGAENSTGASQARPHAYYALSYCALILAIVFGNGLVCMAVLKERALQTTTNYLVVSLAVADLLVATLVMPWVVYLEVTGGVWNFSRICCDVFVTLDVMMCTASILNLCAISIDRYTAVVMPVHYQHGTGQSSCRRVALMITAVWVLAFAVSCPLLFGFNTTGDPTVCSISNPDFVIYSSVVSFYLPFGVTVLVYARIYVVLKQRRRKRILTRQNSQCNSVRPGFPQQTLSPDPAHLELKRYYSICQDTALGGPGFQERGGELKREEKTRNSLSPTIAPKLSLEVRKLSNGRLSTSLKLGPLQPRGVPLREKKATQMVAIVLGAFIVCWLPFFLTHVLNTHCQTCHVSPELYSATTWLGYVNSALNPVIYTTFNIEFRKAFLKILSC
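Agonist mode: compounds and dopamine controls were applied to plated cells for 90 min at 37 degrees C after an overnight attachment at 1500 cells/well. Luminescent read-out followed 30 - 60 minutes at room temperature with DiscoveRx detection reagent.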
GLP1R inv ag: qHTS of GLP-1 Receptor Inverse Agonists (Inhibition Mode) | Potency, µM (highest dose often 38.3 µM), inactives show at the top dose activity change, negative = inhibition, actives largely listed as inhibitors | 1.6% of 410,000 active | Glucagon-like peptide 1 receptor (Homo sapiens), P43220 | HEK293 GLP-1R CRE-luciferase, luminescence, 24 h; GLP-1R form is constitutively active | AID 624417, 2012; note: potency is the fitted concentration of half-maximal effect; % is set by controls: 0 for no effect and ±100 for the full control effect; nearly all actives have a fitted effect of over 55% in size
Target sequence (P43220 whole entry, looked up): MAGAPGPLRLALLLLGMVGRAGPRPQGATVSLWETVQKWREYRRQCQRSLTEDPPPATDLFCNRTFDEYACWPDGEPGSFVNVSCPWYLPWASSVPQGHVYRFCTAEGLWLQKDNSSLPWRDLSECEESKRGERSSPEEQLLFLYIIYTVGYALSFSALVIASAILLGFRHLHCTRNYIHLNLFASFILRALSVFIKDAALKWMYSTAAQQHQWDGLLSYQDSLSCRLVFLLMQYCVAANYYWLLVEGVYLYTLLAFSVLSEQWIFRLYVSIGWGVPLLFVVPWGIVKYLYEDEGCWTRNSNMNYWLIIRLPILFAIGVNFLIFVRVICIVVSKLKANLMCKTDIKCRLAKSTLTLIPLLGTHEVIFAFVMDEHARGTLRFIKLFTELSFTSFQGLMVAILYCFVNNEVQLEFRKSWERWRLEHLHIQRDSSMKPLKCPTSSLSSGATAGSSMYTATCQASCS
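Using stably transfected HEK293 (constitutively active GLP-1R, cAMP-luciferase reporter), compounds were incubated 24 hr and luciferase measured by luminescence.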
* = called active by the depositor; ? = inconclusive; . = not tested or not shown. Unless noted, calls come from the whole dose curve; as a rule, active = well fitted curve in the direction sought with a large enough effect; inconclusive = small, poorly fitted or top-dose-only effect, or another doubt; inactive = no such curve, though single readings can be large; an effect the other way counts as inactive or inconclusive. Only part of the results is shown; rates above refer to the full screens.

SMILES | GLP1R cytotox | DRD3 agonist | GLP1R inv ag
Cn1nc(-c2ccc(N3CCCCC3)c(NC(=O)c3ccc(Cl)cc3)c2)c2ccccc2c1=O | -6% | 2 | 9%
O=C(c1ccc2c(c1)N(Cc1ccccc1)C(=O)c1ccccc1S2(=O)=O)N1CCc2ccccc21 | 1% | 2 | 0%
CCOc1ccc(CNC(=O)C2CCCN(S(=O)(=O)N(C)c3ccc(F)cc3)C2)cc1OC (configuration not stated) | -4% | 5 | -23%
CCN1CCN(CCCNC(=O)c2ccc3c(c2)sc2nc(-c4ccc(OC)cc4)cn23)CC1 | -12% | -7 | ?
Cc1ccc(-c2nn3c(C)nnc3c3ccccc23)cc1S(=O)(=O)NCC(C)O (configuration not stated) | 3% | 6 | 25%
COc1ccc(S(=O)(=O)NCCc2csc3nc(-c4ccc(OC)c(OC)c4)nn23)cc1C | 1% | 2 | 18%
Cc1ccc(-n2c(=O)c3cccnc3n2CC(=O)Nc2cc(Cl)ccc2C)cc1 | -3% | -30 | -3%
O=c1c2cccnc2n(Cc2cccc(F)c2)c(=O)n1Cc1ccccc1Cl | -10% | 4 | ?
CCOCCCNC(=O)Cn1ncc2c([nH]c3ccccc32)c1=O | -8% | 5 | 9%
O=C(Cn1nc2c(cc1=O)CCCC2)NCc1ccccc1Cl | 0% | -3 | 6%
CC(CNC(=O)C1CCN(C(=O)N2CCOc3ccc(Cl)cc32)CC1)c1ccccc1 (configuration not stated) | 6% | 2 | 1%
Cn1c(=O)c2c(nc(SCC(=O)Nc3ccc(F)cc3)n2Cc2ccccc2)n(C)c1=O | 1% | 15 | 10%
Cc1ccc2nc(N3CCC(C(=O)N4CCN(c5cccc(Cl)c5)CC4)CC3)[nH]c2c1 | -8% | -13 | ?
COc1cccc(C(=O)c2cn(CC(=O)NCc3ccccc3Cl)c3nc(C)ccc3c2=O)c1 | 2% | 14 | 6%
O=C(CSc1c2c(nc3ccc(Cl)cc13)CCCC2)N1CCCCC1 | -23% | -10 | -17%
CCOC(=O)c1oc2ccc(S(=O)(=O)n3nc(-c4cc(OCC)c(OCC)c(OCC)c4)cc3N)cc2c1C | 10% | 1 | ?
COc1ccc2c(c1)c1c(c(=O)n(-c3cccc(C)c3)c(=O)n1CC(=O)NCCC1=CCCCC1)n2C | -3% | 7 | -4%
Cn1c(=O)n(C)c2cc(N3CCOCC3)c(NC(=O)c3ccc(C(C)(C)C)cc3)cc21 | 2% | -9 | 12%
CCCCOC(=O)c1ccc(NC(=O)Cc2coc3ccc(C(C)C)cc23)cc1 | ? | 10 | 7.9µM*
CCc1c(C)sc2c1CCN(Cc1ccc(F)cc1)C2c1ccccc1 (configuration not stated) | -6% | 5 | -30%
COc1ccc(CNC(=O)CCCCCn2c(=O)[nH]c3ccccc3c2=O)cc1 | 0% | -13 | 8%
CCOC(=O)c1c(C)oc2ncnc(N3CCN(c4ccccc4F)CC3)c12 | 3% | 0 | -26%
COc1ccc(NC(=O)C2CCC(CNS(=O)(=O)c3cccc4nsnc34)CC2)cc1OC (configuration not stated) | 0% | 7 | 7%
CCOc1ccc(CNC(=O)C2Cc3ccccc3N2C(=O)CC)cc1 (configuration not stated) | 2% | -14 | -22%
Cc1ccc(OCc2ccc(-c3nc(C#N)c(N4CCC(C)CC4)o3)o2)cc1 | 15% | -6 | ?
Later entries
SMILES | GLP1R cytotox | DRD3 agonist | GLP1R inv ag
CCc1cc2c(cc3c(=O)n(CC(=O)NCCOC)nc(CC)n32)s1 | -3% | 15 | -3%
CC(C)(C)c1ccc(C(=O)Nc2cc(-c3nc4ccccc4o3)ccc2Cl)cc1 | -6% | 1 | -27%
O=C(Nc1nc2ccc(F)cc2s1)c1nc(SCc2ccccc2F)ncc1Cl | -2% | 7 | 11%
COc1ccc(CCNC(=O)c2nc(SCc3ccc(F)cc3)ncc2Cl)cc1OC | 0% | -4 | ?
CCc1ccc(S(=O)(=O)c2cn(C)c3cc(N4CCOCC4)c(F)cc3c2=O)cc1 | 4% | 0 | 5%
Cc1ccc(Cl)cc1NC(=O)C(NS(=O)(=O)c1ccc2c(c1)CCC(=O)N2)c1ccccc1 (configuration not stated) | 1% | 4 | 1%
Cn1c(=NC(=O)c2ccc(S(=O)(=O)N3CCCc4ccccc43)cc2)sc2cc(F)ccc21 | 2% | 2 | 12%
COc1cccc(NC(=O)c2ccc3nc(Cc4ccccc4)oc3c2)c1 | ? | 5 | 10µM*
Cc1cccc(N(C)C(=O)Cn2c(=O)oc3cc(S(=O)(=O)N4CCCCC4)ccc32)c1 | -2% | 1 | 0%
Cc1cccc(NC(=O)CSc2nc3c(oc4ccccc43)c(=O)n2Cc2ccco2)c1 | 4% | -11 | -6%
CCOc1ccc(CNC(=O)C2CCCN(c3nn4cc(-c5ccc(F)cc5)nc4s3)C2)cc1 (configuration not stated) | 3% | 2 | -10%
COc1cc(Cl)c(NC(=O)C(NS(=O)(=O)c2cccs2)C(C)C)c(OC)c1 (configuration not stated) | 4% | 7 | 5%
Cc1ccc(CNC(=O)c2cc3cc(C)ccc3n2C)cc1 | -1% | 10 | ?
CCOc1ccc(CNC(=O)c2ccc3oc(=O)n(Cc4ccccc4)c3c2)cc1 | -7% | 8 | ?
CC(=O)N1CCc2cc(Br)cc(S(=O)(=O)N3CCC(C(=O)N(C)c4cc(C)ccc4C)CC3)c21 | 6% | 3 | 8%
COc1ccc(C(Nc2ccccn2)c2ccc3ccc(C)nc3c2O)cc1C (configuration not stated) | -7% | -21 | -29%
CCOc1ccc(-n2cc(-c3ccccc3)c3c(Nc4cccc(F)c4)ncnc32)cc1 | 1% | 4 | 3%
O=C(NCc1nc2ccccc2[nH]1)c1cccc(Cl)c1 | 3% | -20 | -14%
COc1cccc2cc(-c3nc(-c4ccccc4F)no3)c(=O)oc12 | -4% | -15 | -16%
CCOc1ccc(NC(=O)Cn2c(=O)n(-c3cccc(OC)c3)c(=O)c3c4c(sc32)CCCC4)cc1 | 2% | 1 | 2%
CCN(C(=O)Cn1ncc2c1-c1cc(C)ccc1OC2)c1cc(Cl)ccc1OC | -17% | 1 | ?
COc1cc(OC)cc(C(=O)Nc2cc3nn(-c4ccccc4)nc3cc2Cl)c1 | 2% | -5 | -5%
CCc1ccc(-n2nc(C)c3c(C)cc(=O)n(CC(=O)Nc4ccc(C)c(F)c4)c32)cc1 | -3% | -13 | 6%
COc1ccc(C(=O)Oc2cc(-c3ccc(OC)c(OC)c3)cc(=O)c3c(C)oc(C)c23)cc1 | -3% | -10 | 9%
CC(C)(C)c1ccc(-c2nc3cc(NC(=O)c4cc5ccccc5o4)ccc3o2)cc1 | 0% | -25 | -18%

Among those listed so far, 4 contain a thiophene ring, fused or not:
SMILES | GLP1R cytotox | DRD3 agonist | GLP1R inv ag
CCc1c(C)sc2c1CCN(Cc1ccc(F)cc1)C2c1ccccc1 (configuration not stated) | -6% | 5 | -30%
CCc1cc2c(cc3c(=O)n(CC(=O)NCCOC)nc(CC)n32)s1 | -3% | 15 | -3%
COc1cc(Cl)c(NC(=O)C(NS(=O)(=O)c2cccs2)C(C)C)c(OC)c1 (configuration not stated) | 4% | 7 | 5%
CCOc1ccc(NC(=O)Cn2c(=O)n(-c3cccc(OC)c3)c(=O)c3c4c(sc32)CCCC4)cc1 | 2% | 1 | 2%

Not a retest: two of the compounds above.
SMILES | GLP1R cytotox | DRD3 agonist | GLP1R inv ag
COc1ccc(C(=O)Oc2cc(-c3ccc(OC)c(OC)c3)cc(=O)c3c(C)oc(C)c23)cc1 | -3% | -10 | 9%
CC(C)(C)c1ccc(-c2nc3cc(NC(=O)c4cc5ccccc5o4)ccc3o2)cc1 | 0% | -25 | -18%

New compounds follow.
SMILES | GLP1R cytotox | DRD3 agonist | GLP1R inv ag
CCOC(=O)c1ccc(NC(=O)C2CCCN(c3ncnc4onc(-c5ccc(F)cc5)c34)C2)cc1 (configuration not stated) | -9% | -6 | ?
C#CCOc1c(Br)cc(C2C(C(=O)OC)=C(C)NC3=C2C(=O)c2ccccc23)cc1OCC (configuration not stated) | ? | -35 | ?
CCS(=O)(=O)N1CCc2cc(C(=O)NCc3ccc(C)cc3)ccc21 | 1% | -15 | 1%
O=C(Cc1ccc(F)cc1)N1CCC(c2nc3c(nnn3Cc3ccc(F)cc3)c(=O)[nH]2)CC1 | 3% | -2 | 1%
COC(=O)C1=C(C)N(C(C)C)C(=O)C1(NC(=O)c1ccccc1OC)C(F)(F)F (configuration not stated) | -1% | -5 | 7%
Cc1cccc(CSc2cn(CC(=O)N3CCCCC3)c3ccccc23)c1 | 14% | 6 | -2%
Cc1ccc(NS(=O)(=O)c2ccc3[nH]c4c(c3c2)CCCCCC4)cc1 | -4% | -1 | ?
Cc1ccc(NC(=O)N2CCN(c3nnc(C)c4c(C)n(-c5ccccc5)nc34)CC2)cc1Cl | 5% | 1 | 7%
CCc1cccc(-n2nnc(-c3nsc(NC(=O)c4cccc(OC)c4)n3)c2C)c1 | -15% | -1 | ?
CC(=O)c1cccc(Nc2nn(-c3ccc(OC(F)(F)F)cc3)nc2C(C)=O)c1 | 4% | 15 | -1%
CC(C)(C)C1CCc2c(sc(NC(=O)c3ccncc3)c2C(=O)Nc2ccccc2Cl)C1 (configuration not stated) | 7% | 17 | -7%
COCCNC(=O)Cn1cc(S(=O)(=O)Cc2ccccc2Cl)c2ccccc21 | -7% | -10 | 5%
O=C(NC1CCCC1)c1ccc2c(=O)n(Cc3ccccc3)c(SCc3ccccc3)nc2c1 | 15% | -13 | 2%
O=C(Cn1ncc2c3ccccc3n(Cc3cccc(Cl)c3)c2c1=O)NCCC1=CCCCC1 | 7% | 7 | 3%
CN1C(=O)Cc2cc(S(=O)(=O)CCC(=O)N3CCN(c4ccccc4F)CC3)ccc21 | 8% | -5 | ?
Cc1c(C(=O)N(Cc2ccccc2F)C2CCS(=O)(=O)C2)oc2ccc(F)cc12 (configuration not stated) | -8% | -8 | -10%
CCCn1c(=O)c2sccc2n2c(CCCC(=O)NC3CCCCC3)nnc12 | -4% | 5 | 16%
Cc1nnc(N2CCN(c3ccccc3F)CC2)c2c1nnn2Cc1ccccc1Cl | -2% | 1 | 3%
Cc1csc2nc(COC(=O)COc3ccccc3F)cc(=O)n12 | 5% | -4 | 10%
CCOC(=O)c1cnc2ccc(C)cc2c1Nc1ccc(N(CC)CC)cc1 | ? | -4 | ?
CC(Nc1ncnc2c1cnn2-c1cccc(Cl)c1)c1ccccc1 (configuration not stated) | -22% | 3 | ?
CCN1CCN(Cc2nc3cc(NC(=O)c4cc(OC)c(OC)c(OC)c4)ccc3n2CC)CC1 | -6% | -7 | -3%
CCOC(=O)c1noc2nc(C)n(CC(=O)Nc3ccc(Br)cc3C)c(=O)c12 | 3% | -13 | ?
CCN(CC)CCNC(=O)c1c(C)oc2ncn(C)c(=O)c12 | -12% | -15 | -3%
Cc1ccccc1Cn1c(=O)n(CCc2ccccc2)c(=O)c2c(C)c(C)sc21 | 8% | 2 | 7%
Additional records:
SMILES | GLP1R cytotox | DRD3 agonist | GLP1R inv ag
CCOC(=O)c1noc2nc(C)n(Cc3ccc([N+](=O)[O-])cc3)c(=O)c12 | 9% | 4 | 8%
CCn1c(=O)sc2cc(NS(=O)(=O)c3ccc(F)c(C)c3)ccc21 | 0% | 1 | ?
CC(=O)Nc1nc2n(n1)C(c1ccc(F)cc1)C=C(c1ccc(Cl)cc1)N2 (configuration not stated) | . | 0 | 10%
COc1ccc(CC(=O)N2CC(=O)Nc3ccc(Br)cc3C2c2ccc(F)cc2)cc1OC (configuration not stated) | 0% | -15 | -27%
CSc1nnc2c(n1)OC(c1cccc(O)c1Cl)Nc1ccccc1-2 (configuration not stated) | -3% | 2 | -7%
COc1cc(NC(=O)CSc2cc(=O)n(C)c3ccccc23)cc(OC)c1OC | 7% | 10 | 12%
Cc1nn2c(=O)cc(CN(C)c3ccccc3)nc2s1 | 8% | 8 | 22%
Cc1ccc(C(=O)N(Cc2ccco2)c2ccccn2)cc1 | 9% | 6 | 2%
CC(C)CN(CCCNC(=O)CN1N=C(c2ccccc2)CCC1=O)CC(C)C | 1% | -12 | -1%
Cc1cccc(C)c1NC(=O)CSc1ncc2c(n1)-c1ccc(Cl)cc1N(Cc1ccccc1)S2(=O)=O | -16% | 2 | 8%
COc1cccc(-c2cc(C(=O)Nc3cc(OC)c(OC)c(OC)c3)on2)c1 | -29% | 2 | ?

Just DRD3 agonist and GLP1R inv ag, for some of the entries so far:
SMILES	DRD3 agonist	GLP1R inv ag
Cc1nn2c(=O)cc(CN(C)c3ccccc3)nc2s1	8	22%
CCn1c(=O)sc2cc(NS(=O)(=O)c3ccc(F)c(C)c3)ccc21	1	?
CCOC(=O)c1noc2nc(C)n(Cc3ccc([N+](=O)[O-])cc3)c(=O)c12	4	8%
COc1cc(NC(=O)CSc2cc(=O)n(C)c3ccccc23)cc(OC)c1OC	10	12%
COc1cccc(-c2cc(C(=O)Nc3cc(OC)c(OC)c(OC)c3)on2)c1	2	?
